From PubChem
Dengue-2 NS5 capping – Dengue-2 NS5 methyltransferase inhibitors, primary screen, biochemical, confirmation dose response (AID 588689); Dengue-2 NS5 methyltransferase capping enzyme assay, biochemical; higher % means a stronger effect; inhibition, % at 25 µM, or IC50 in µM where a hit was titrated; 340,000 tested, 0.3% active; Genome polyprotein (Dengue virus type 2 (strain 16681-PDK53)); in the data active = a potency from the dose series
K1F lysis inhibition – inhibition of K1F phage lysis, E. coli UTI89, bacterial capsule biogenesis inhibitors, alamar blue (AID 488966); E. coli UTI89 K1F phage lysis, alamar blue, 2 h; higher % means a stronger effect; inhibition, % at 100 µM; hits with a dose series show IC50 in µM; 340,000 tested, 0.02% active;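 active = phage lysis inhibition, versus mean bacterial control, above a set limit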;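 also: capsule biogenesis inhibitors block K1F phage lysis so surviving cells raise fluorescence; higher fluorescence means more inhibition of phage lysis; actives were called in the ten point dose series up to 300 µM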
Dengue-2 NS5 capping pilot replicate – further read-out of Dengue-2 NS5 capping, marked with its call; inhibition, %; measured here: pilot screen replicate inhibition
The depositor's hits bear a star; i = inactive; [ ] = dose if it differs, or a comment.

SMILES | Dengue-2 NS5 capping | K1F lysis inhibition | others
C[C@@H](N)C(=O)NC[C@H]1O[C@@H](n2cnc3c(N)ncnc32)[C@H](O)[C@@H]1O | 1.3% | 0.2%
COc1ccc(NC(=O)C2=NN(C3CCS(=O)(=O)C3)C(=O)CC2)cc1S(N)(=O)=O (centres undefined) | 11.9% | -0.7%
C[C@H](CO)N1C[C@H](C)[C@@H](CN(C)Cc2ccncc2)Oc2c(NS(=O)(=O)c3ccccc3)cccc2C1=O | -4.9% | 0.7%
Cc1cccc(C)c1NC(=O)CN(C)CC(=O)N1CC(=O)Nc2ccccc21 | 7.0% | 3.1%
CCNC(=O)N(C)C[C@H]1N[C@@](C)(C(=O)OC)[C@H]2C(=O)N(C)C(=O)[C@@H]12 | -1.6% | 0.9% | Dengue-2 NS5 capping pilot replicate=-3.9
COc1ccccc1-c1sc2cc3c(cc2c1-c1ccc(O)cc1)OCO3 | -0.8% | 2.0%
CC(=O)c1ccc(NC(=O)CN2C(=O)NC3(CCc4ccccc43)C2=O)cc1 (centres undefined) | -2.2% | 0.6%[50 µM]
Cc1cc(C)c(S(=O)(=O)N2CCN(C(=O)c3ccccc3OCc3c(C)noc3C)CC2)c(C)c1 | 0.0% | 0.1%[50 µM]
Nc1ncnc2c1ncn2[C@@H]1O[C@H](CNCc2ccccc2OCc2ccc(Cl)cc2Cl)[C@@H](O)[C@H]1O | -1.6% | 0.4% | Dengue-2 NS5 capping pilot replicate=3.6
C[C@H](CO)N1C[C@H](C)[C@@H](CN(C)S(=O)(=O)c2ccc(F)cc2)Oc2ccc(NC(=O)CCN3CCOCC3)cc2C1=O | -8.7% | -1.6%
C[C@H]1COC(=O)[C@@H](Cc2ccc(F)cc2)C/C=C\C[C@H](CC(=O)N(CCO)Cc2ccccc2)C(=O)N1 | -0.8% | 0.3%
Cc1ccc(S(=O)(=O)N2CCN(c3ccccc3)CC2)s1 | -6.6% | 0.5%[50 µM]
O=C1NC(=S)S/C1=C\c1cccc([N+](=O)[O-])c1 | 21.8% | -4.0%
Cc1ccc(C)c(Nc2nc3ccccc3[nH]2)c1 | 0.0% | -1.3%
COc1ccc2[nH]c3c(c2c1)CCN1C(=O)C(CC(=O)NCC24CC5CC(CC(C5)C2)C4)C[C@H](C(=O)N2CCCCC2)[C@@]31C (some centres undefined) | -5.6% | -0.1% | Dengue-2 NS5 capping pilot replicate=-2.4
CN(CCc1ccccc1)C(=O)c1cccc(NC(=O)Cc2cccc(NC(=O)C3CCCN(S(=O)(=O)c4cccc([N+](=O)[O-])c4)C3)c2)c1 (centres undefined) | -6.9% | 0.4% | Dengue-2 NS5 capping pilot replicate=-5.8
CCc1c(Nc2ccccc2C)nc(N)[nH]c1=O | 2.3% | -2.5%
CC1(C)COC(=S)N1CCC#N | 1.5% | 3.3%
CC(C)(C)OC(=O)C[C@@H]1C/C=C\C[C@H](CC(=O)NCCO)C(=O)N2CCC[C@@H]2COC1=O | -5.6% | -0.2%
O=C(/C=C/c1ccccc1)Nc1cccc(C(=O)N2CCCC2)c1 | 1.3% | -0.2% | Dengue-2 NS5 capping pilot replicate=0.6
Nc1cc(=O)[nH]c(SCC(=O)NC2CCCCCCC2)n1 | 3.1% | -4.3%
Fc1ccccc1-c1nnc2n1N=C(c1ccc(OC(F)F)c(OCC3CC3)c1)CS2 | -4.2% | 0.6%
COc1ccc(/C=C/C(=O)OCC(=O)NC2CCCCCC2)cc1OC | 0.0% | -2.6%
CCCN=C1N(CC)C[C@@H]2[C@@H]3C(=O)N(Cc4ccccc4)C(=O)[C@@H]3[C@](C)(C(=O)OC)N12 | -2.6% | 0.2% | Dengue-2 NS5 capping pilot replicate=-1.5
Cc1ccc(OCCNC(=O)c2cccc(S(=O)(=O)NCc3ccccc3)c2)cc1 | 0.0% | 0.3%[50 µM]

The closing seven compounds of the section before come first, to join the parts:
SMILES | Dengue-2 NS5 capping | K1F lysis inhibition | others
CC(C)(C)OC(=O)C[C@@H]1C/C=C\C[C@H](CC(=O)NCCO)C(=O)N2CCC[C@@H]2COC1=O | -5.6% | -0.2%
O=C(/C=C/c1ccccc1)Nc1cccc(C(=O)N2CCCC2)c1 | 1.3% | -0.2% | Dengue-2 NS5 capping pilot replicate=0.6
Nc1cc(=O)[nH]c(SCC(=O)NC2CCCCCCC2)n1 | 3.1% | -4.3%
Fc1ccccc1-c1nnc2n1N=C(c1ccc(OC(F)F)c(OCC3CC3)c1)CS2 | -4.2% | 0.6%
COc1ccc(/C=C/C(=O)OCC(=O)NC2CCCCCC2)cc1OC | 0.0% | -2.6%
CCCN=C1N(CC)C[C@@H]2[C@@H]3C(=O)N(Cc4ccccc4)C(=O)[C@@H]3[C@](C)(C(=O)OC)N12 | -2.6% | 0.2% | Dengue-2 NS5 capping pilot replicate=-1.5
Cc1ccc(OCCNC(=O)c2cccc(S(=O)(=O)NCc3ccccc3)c2)cc1 | 0.0% | 0.3%[50 µM]
COc1ccccc1-c1cccc([C@@H]2C[C@H]3[C@H](CON3C)CN2C)c1 | 0.0% | 0.1% | Dengue-2 NS5 capping pilot replicate=-0.9
O=C(Cc1ccc(NC(=O)C2CCCN(C(=O)C3CCC3)C2)cc1)Nc1cccc(C(=O)N2CCCC2)c1 (centres undefined) | -2.0% | 0.0% | Dengue-2 NS5 capping pilot replicate=3.1
CC(C)C[C@@H](CNCC(=O)[C@H](C)NC(=O)c1[nH]cnc1C(=O)N[C@@H](C)CN)NC(=O)c1nc[nH]c1C(=O)N[C@@H](C)C(=O)O | 5.3% | 0.3% | Dengue-2 NS5 capping pilot replicate=-1.2
COc1ccc(C(CNC(=O)CNC(=O)c2cc(OC)c(OC)c(OC)c2)N2CCOCC2)cc1 (centres undefined) | -2.2% | 0.6%[50 µM]
CCOc1ccc(C(=O)NCC(=O)NNC(=O)c2cc(C)oc2C)cc1OCC | -2.2% | 0.8%[50 µM]
COc1ccc(CNC(=O)COC(=O)C2=Cc3ccccc3OC2)cc1 | 11.6% | -1.9%
COCCN(C(=O)Cc1csc(-c2cccc(Cl)c2)n1)c1c(N)n(Cc2ccccc2)c(=O)[nH]c1=O | -2.2% | -0.1%[50 µM]
CCOC(=O)c1c(NC(=O)CN2CCN(c3cccc(Cl)c3)CC2)sc(C)c1C | 0.6% | 0.3%
CN(c1ccccc1)S(=O)(=O)c1ccc(C(=O)N2CCN(c3ccccc3Cl)CC2)cc1 | -1.5% | -0.1%[50 µM]
Cc1ccc(C)c(N2CCN(C(=O)CCc3nc(-c4ccccc4)no3)CC2)c1 | -0.7% | 0.0% | Dengue-2 NS5 capping pilot replicate=1.8
C=CCn1c(SCC(=O)c2c(N)n(C3CC3)c(=O)[nH]c2=O)nnc1-c1ccc(OC)cc1 | -0.7% | 0.9%[50 µM]
O=C(COC(=O)c1ccc(O)cc1)Nc1ccc2c(c1)OCO2 | -3.5% | 2.8%
CCCCN1CC(COc2ccccc2)Oc2cccc(F)c2S1(=O)=O (centres undefined) | -1.3% | 0.2%
CC(C)c1ccc(C(C(C(=O)c2ccccc2)N2CCOCC2)N2CCOCC2)cc1 (centres undefined) | 3.1% | 0.1%
O=C(Cc1ccc(NC(=O)C2CCCN(C(=O)C3CC3)C2)cc1)Nc1ccc(C(=O)N2CCOCC2)cc1 (centres undefined) | -4.0% | 0.2% | Dengue-2 NS5 capping pilot replicate=-4.3
Cc1c(C(=O)N2CCC2)oc2c(F)cccc12 | 15.3% | 1.9%
Cc1ccc(S(=O)(=O)Nc2ccc3ncccc3c2[N+](=O)[O-])cc1 | -1.9% | 0.5%
COc1ccc(C(=O)COC(=O)CNC(=O)c2ccc(C)s2)c(OC)c1 | -3.3% | 1.7%[50 µM]
O=S(=O)(NCCc1ccc(F)cc1)c1ccc(F)cc1Br | -2.0% | 0.2% | Dengue-2 NS5 capping pilot replicate=-0.9
C[C@H](CO)N1C[C@H](C)[C@@H](CN(C)S(=O)(=O)c2ccc(F)cc2)Oc2ccc(NC(=O)C3CCCCC3)cc2C1=O | 3.2% | -1.1%
Cc1cc(NC(=O)c2cc(S(=O)(=O)N3CCCCC3)ccc2C)no1 | 2.9% | 0.4%[50 µM]
Nc1nc(-c2ccccc2)ns1 | 7.7% | -2.8%
CC(C)CCCCCCCCCCCCC(=O)NCC(=O)NC1C(O)C(O)C(Nc2ncnc3nc[nH]c23)OC1C(O)CO (centres undefined) | -7.7% | -1.2%
NS(=O)(=O)c1ccc(N2CCOCC2)c(C(=O)NCc2cccs2)c1 | -7.3% | -2.1%
COc1cccc(NC(=O)CN(C)C(=O)Cc2ccc3c(c2)OCCO3)c1 | -1.4% | 1.2%[50 µM]

(cont.)
SMILES | Dengue-2 NS5 capping | K1F lysis inhibition | others
COC(=O)[C@@H](Cc1c[nH]c2ccccc12)NCc1cccc(B(O)O)c1 | 7.2% | 0.2%
COc1cccc(NC(=O)CN(C)C(C)C(=O)NC(C)c2ccc(Cl)cc2Cl)c1 (centres undefined) | -6.6% | 0.1%[50 µM]
COc1ccccc1C(=O)COC(=O)C1(C)CC1(Cl)Cl (centres undefined) | 6.5% | -0.7%
Cc1cc(C)n2nc(SCC(=O)NC(=O)c3ccc(OC(F)F)cc3)nc2n1 | -3.0% | 0.5%[50 µM]
O=C(COC(=O)c1cccs1)Nc1ccc(Cl)cn1 | -9.2% | 0.1%[50 µM]
CC(=O)C(Cc1ccccc1)NC(=O)COc1ccc2c(c1)OCO2 (centres undefined) | 2.4% | -0.6%
OCC1OC(n2cnc3c(=S)nc[nH]c32)CC1O (centres undefined) | 8.1% | -1.7%
O=C(Nc1ccc(S(=O)(=O)N2CCCCC2)cc1)c1ccc(Cl)nc1 | 3.8% | 0.8%[50 µM]
O=C(COC(=O)c1cnccn1)Nc1cccc(F)c1 | -3.7% | 0.2%[50 µM]
CN(C)c1cccc(C(=O)OCC(=O)c2ccc[nH]2)c1 | -5.8% | 0.8%[50 µM]
C=C[C@@H]1c2cccc(C)c2N(S(=O)(=O)c2ccc(C)cc2)[C@H](c2ccc(OC(C)=O)cc2)C1(C#N)C#N | -0.8% | 0.5%
O=C(CN1C(=O)c2ccccc2S1(=O)=O)Nc1cc(S(=O)(=O)N2CCCCC2)ccc1Cl | 6.5% | 1.7%[50 µM]
CC12CCC(C(=O)N(c3nccs3)C1=O)C2(C)C (centres undefined) | 14.7% | i
Cc1ccc(C(=O)NCC(=O)OCc2c(F)cccc2Cl)s1 | -1.5% | 0.9%[50 µM]
COc1ccc(CCNC(=O)c2ccc(NC(=O)CC3SC(N4CCCC4)=NC3=O)cc2)cc1OC (centres undefined) | -2.2% | 0.5%[50 µM]
CC(C)Cn1c(N)c(C(=O)COC(=O)c2cc(S(=O)(=O)N3CCOCC3)ccc2Br)c(=O)n(C)c1=O | -1.4% | 0.7%
Cc1cc(=O)[nH]c(N2CCCCC2)n1 | -8.9% | 1.8%
CCc1ccccc1-n1ncc(C(=O)Nc2ccc(OC)cc2)c1C | 6.2% | -2.9%
NC(=O)c1ccc(N2CCCC2)nc1 | -3.9% | -3.5%
Cc1ccc(S(=O)(=O)N2CCCCC2)cc1NC(=O)CN1C(=O)c2ccccc2S1(=O)=O | -2.2% | 1.4%[50 µM]
Cc1ccc(NC(=O)COC(=O)Cn2c(C)csc2=O)cc1S(=O)(=O)N1CCOCC1 | -4.4% | 0.7%[50 µM]
COc1ccc(C(C)=O)cc1COC(=O)CCC(=O)c1cccs1 | -3.8% | 0.8%[50 µM]
O=C(CN(C1CCCCC1)S(=O)(=O)c1ccc(F)cc1)NCC1CCCO1 (centres undefined) | 2.2% | -2.6%
C=CC[C@H](CC(=O)N(CCO)Cc1ccccc1)C(=O)NC[C@H](OC(=O)[C@@H](CC=C)CC(=O)OC(C)(C)C)c1ccccc1 | 6.6% | -1.3%
CSc1nc(NCCN(C)C)c2sc3nc(-c4ccco4)c4c(c3c2n1)CCC4 | -1.6% | -2.4%

2 entries picked at random from those above:
SMILES | Dengue-2 NS5 capping | K1F lysis inhibition | others
COC(=O)[C@@H](Cc1c[nH]c2ccccc12)NCc1cccc(B(O)O)c1 | 7.2% | 0.2%
CSc1nc(NCCN(C)C)c2sc3nc(-c4ccco4)c4c(c3c2n1)CCC4 | -1.6% | -2.4%

Continuation:
SMILES | Dengue-2 NS5 capping | K1F lysis inhibition | others
COc1ccc(Cl)cc1C(=O)NNC(=O)COC(=O)c1cccs1 | 9.3% | 0.0%[50 µM]
O=C(COC(=O)COc1cccc(Br)c1)NCc1ccc2c(c1)OCO2 | -6.9% | -0.6%
Cc1ccc(-c2nn(Cc3ccccc3)cc2C(=O)NCC2CCCO2)cc1 (centres undefined) | 2.2% | 1.3%[50 µM]
Cc1ccc(C2NC(=O)c3ccccc3N2)c(C)c1 (centres undefined) | 6.2% | 1.9%
Cc1cccc(-n2nnnc2SCC(=O)NC2CCCC2)c1 | -4.8% | i
COc1cc(OC)cc(C(=O)N[C@H](C(=O)NNC(=O)c2ccc(Br)cc2)C(C)C)c1 | 3.1% | -3.1%
CC1CCc2c(sc(NC(=O)c3noc4c3CCCC4)c2C(N)=O)C1 (centres undefined) | 6.2% | -0.1%
CC(C)=NNc1ncnc2nc[nH]c12 | 2.3% | -1.1%
CC(=O)c1ccc(N2CCN(C(C)C(=O)Nc3ccc4c(c3)OCCO4)CC2)cc1 (centres undefined) | -8.2% | 0.8%[50 µM]
CC[C@]12c3[nH]c4cc(-c5ccco5)ccc4c3CCN1C(=O)[C@@H](CC(=O)NCCc1ccccn1)C[C@@H]2C(=O)N1CCN(C(=O)C2CC2)CC1 | -4.0% | -0.1% | Dengue-2 NS5 capping pilot replicate=-3.1
COc1cc2c(c(OC)c1OC)C(c1ccc(C)cc1)CC(=O)O2 (centres undefined) | -2.3% | 0.1% | Dengue-2 NS5 capping pilot replicate=4.8

These rows are one share of the data; the hit share may differ from the screen's.
